Screening results as filed in PubChem.
HT1080 cytotoxicity = HT1080 cell viability loss – fluorescence readout (AID 620); hit rate 0.42% among 87,000; cytotoxicity, % at 10 µM, or EC50 in µM where a hit was titrated; HT1080 viability, fluorescence; higher % means a stronger effect;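 note: cells exposed to compound overnight then 4 h with Alamar Blue; 0% = vehicle DMSO and 100% = killing control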
HPDE-C7 cytotoxicity = HPDE-C7 pancreatic duct cell viability loss – fluorescence, HTS (AID 430); HPDE-C7 pancreatic duct cells viability, fluorescence; higher % means a stronger effect; one-dose cytotoxicity, % at 10 µM; EC50 in µM for titrated hits; hit rate 1.8% among 63,000;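 note: cells exposed to compound for 48 hours before viability readout; 0% = vehicle and 100% = reference cytotoxic drug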
DPM-DC inhibit = inhibitors of Streptococcus pneumoniae diphosphomevalonate decarboxylase. purified DPM-DC, PK/LDH coupled NADH fluorescence. calls only at 10 µM. hit rate 0.49% among 65,000. AID 556;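 active = the 320 compounds with the highest percent inhibition in the single-dose primary screen, excluding strongly autofluorescent ones, cut at about 32% in these data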;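 note: kinetic rate of NADH fluorescence loss reporting ADP formed by the decarboxylase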
KRASV12 cytotoxicity = viability loss of HPDE-C7K cells – cell-based, fluorescence, HTS, primary screen (AID 431) | HPDE-C7K KRASV12 cells, Alamar Blue viability, 48 h; higher % means a stronger effect | one-dose cytotoxicity, % at 10 µM; EC50 in µM for titrated hits | hit rate 1.7% among 63,000;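 active = compounds whose percent cytotoxicity in the single-dose primary screen, scaled between solvent and toxic-drug controls, exceeds 50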;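 note: 0% = DMSO solvent wells and 100% = doxorubicin-treated wells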
Bfl-1 displacement = Bfl-1 inhibitors, primary screen, biochemical, fluorescence polarization, FITC-Bid, mouse (AID 432); FITC-Bid BH3 peptide fluorescence polarization displacement; higher % means a stronger effect; displacement, % at 20 µM; hits with a dose series show IC50 in µM; hit rate 0.02% among 64,000; in the data active = a potency from the dose series; inactive = the rest, 99 in 100 with displacement below about 15%; note: strong numbers were not always called active
Alkaline phosphatase = inhibition of tissue-nonspecific alkaline phosphatase – biochemical, luminescent (AID 518); purified TNAP enzyme, luminescent substrate readout; higher % means a stronger effect; inhibition, % at 20 µM, or IC50 in µM where a hit was titrated; hit rate 0.09% among 64,000; in the data active = a potency from the dose series; inactive = the rest, 99 in 100 with inhibition below about 22%;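 note: plate controls were vehicle for no effect and reference inhibitor for full effect; many of its hits are not listed in these tables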
LYP inhibition = LYP phosphatase inhibitors, primary screen, biochemical, DiFMUP fluorescence, recombinant catalytic domain, 10 µM (AID 606); inhibition, % at 10 µM, or IC50 in µM where a hit was titrated; recombinant LYP catalytic domain, DiFMUP fluorescence; higher % means a stronger effect; 52,000 tested, under 10 active;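 active = IC50 under 40 µM in the dose-response test; inactive = IC50 of 40 µM or more, or never dose-tested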
Spn PMK inh = inhibitors of Streptococcus pneumoniae phosphomevalonate kinase; inhibition, % at 10 µM; hit rate 0.49% among 65,000; purified PMK, PK/LDH-coupled NADH absorbance 340 nm; AID 539;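 active = top-ranked compounds by inhibition in the single 10 µM screen, taking a fixed number of the strongest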;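 note: 0% = full reaction with DMSO carrier and 100% = background rate without enzyme reaction; no value below 0 was filed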
MK inhibit = inhibitors of Streptococcus pneumoniae mevalonate kinase; AID 555; purified MK, PK/LDH-coupled NADH absorbance 340 nm; inhibition, % at 10 µM; hit rate 0.48% among 65,000;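 active = ranked among the strongest by inhibition in the single 10 µM screen, a fixed top-ranked set picked for dose follow-up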; note: no value below 0 was filed
Spn PMK inh pilot replicates = recorded beside Spn PMK inh, whose call it bears; inhibition, %; measured here: pilot screen replicates
MK inhibit pilot replicates = further read-out of MK inhibit, marked with its call; inhibition, %; measured here: pilot screen replicates
DPM-DC inhibit pilot screen % = second read-out of DPM-DC inhibit, no call of its own (marks repeat the call); inhibition, %; measured here: pilot screen trials
An asterisk follows results filed as active; i = inactive; / = not tested or not shown. Cut-off read from the data, not from the text of the source, unless noted: active = cytotoxicity above about 50%; inactive = the rest.

SMILES	HT1080 cytotoxicity	HPDE-C7 cytotoxicity	DPM-DC inhibit	KRASV12 cytotoxicity	Bfl-1 displacement	Alkaline phosphatase	LYP inhibition	Spn PMK inh	MK inhibit	others
CCOc1ccc(C(=O)Nc2c3c(nn2-c2ccc(F)cc2)CS(=O)C3)cc1 (stereo not given)	1.4%	-2.1%	i	-1.1%	9.9%	7.2%	8.0%	11.0	7.0
CCCn1c(NCc2cc(OC)ccc2OC)nc2ccccc21	-2.2%	26.0%	i	9.8%	-9.4%	11.5%	4.3%	8.0	3.0
CC(=O)CC(=O)Nc1cccc2c1CCCC2	-2.0%	-12.0%	i	-12.6%	-7.5%	-1.0%	1.7%	0.0	11.0
O=C(CC(c1ccco1)S(=O)(=O)c1ccccc1)c1ccc(F)cc1 (stereo not given)	3.4%	-7.4%	i	-1.6%	-4.7%	8.6%	-1.2%	1.0	6.0
O=C(O)C1CCCN1c1ncnc2c1oc1ccccc12 (stereo not given)	-2.2%	8.0%	i	7.3%	-5.4%	9.1%	1.4%	16.0	10.0	Spn PMK inh pilot replicates=3.5;MK inhibit pilot replicates=2.0;DPM-DC inhibit pilot screen %=2.0
Cn1c(=O)cc(OCCCC(=O)N2CCN(c3ccccc3)CC2)c2ccccc21	-7.7%	10.9%	i	8.5%	-7.8%	10.1%	/	14.0	0.0
Cc1ccc2nc(C)cc(OCC(=O)O)c2c1	2.4%	-17.2%	i	-7.0%	-7.5%	6.3%	13.7%	20.0	1.0
CC(NC(=O)NC1CCCCC1)C(c1cccs1)N1CCN(C)CC1 (stereo not given)	1.6%	-16.6%	i	-7.1%	0.7%	-6.7%	-37.0%	4.0	2.0
Cc1c(C(=O)NCc2ccccc2)oc2ccc(S(=O)(=O)N3CCCC3)cc12	5.7%	-17.7%	i	-14.1%	-2.9%	6.5%	13.7%	0.0	1.0
c1ccc2[nH]c(CSc3ncnc4c3oc3ccccc34)nc2c1	4.3%	14.8%	i	16.0%	-9.2%	-3.9%	8.2%	0.0	4.0
Cn1nnnc1SCC(=O)NC(C)(C)C	4.1%	2.4%	i	8.1%	4.5%	5.6%	5.0%	15.0	7.0
O=C(CSc1nnnn1C1CCCCC1)N1CCCC1	1.9%	4.0%	i	3.6%	-6.5%	4.0%	/	15.0	2.0

Structures from the list above that have sulfur:
SMILES	HT1080 cytotoxicity	HPDE-C7 cytotoxicity	DPM-DC inhibit	KRASV12 cytotoxicity	Bfl-1 displacement	Alkaline phosphatase	LYP inhibition	Spn PMK inh	MK inhibit	others
CCOc1ccc(C(=O)Nc2c3c(nn2-c2ccc(F)cc2)CS(=O)C3)cc1 (stereo not given)	1.4%	-2.1%	i	-1.1%	9.9%	7.2%	8.0%	11.0	7.0
O=C(CC(c1ccco1)S(=O)(=O)c1ccccc1)c1ccc(F)cc1 (stereo not given)	3.4%	-7.4%	i	-1.6%	-4.7%	8.6%	-1.2%	1.0	6.0
CC(NC(=O)NC1CCCCC1)C(c1cccs1)N1CCN(C)CC1 (stereo not given)	1.6%	-16.6%	i	-7.1%	0.7%	-6.7%	-37.0%	4.0	2.0
Cc1c(C(=O)NCc2ccccc2)oc2ccc(S(=O)(=O)N3CCCC3)cc12	5.7%	-17.7%	i	-14.1%	-2.9%	6.5%	13.7%	0.0	1.0
c1ccc2[nH]c(CSc3ncnc4c3oc3ccccc34)nc2c1	4.3%	14.8%	i	16.0%	-9.2%	-3.9%	8.2%	0.0	4.0
Cn1nnnc1SCC(=O)NC(C)(C)C	4.1%	2.4%	i	8.1%	4.5%	5.6%	5.0%	15.0	7.0
O=C(CSc1nnnn1C1CCCCC1)N1CCCC1	1.9%	4.0%	i	3.6%	-6.5%	4.0%	/	15.0	2.0

Other entries follow.
SMILES	HT1080 cytotoxicity	HPDE-C7 cytotoxicity	DPM-DC inhibit	KRASV12 cytotoxicity	Bfl-1 displacement	Alkaline phosphatase	LYP inhibition	Spn PMK inh	MK inhibit	others
COc1ccc(-c2[nH]ncc2-c2cnc(C)s2)c(O)c1	0.4%	6.4%	i	7.2%	5.3%	-17.6%	7.5%	8.0	4.0
Cc1ccc(S(=O)(=O)N2CCCC(C(=O)NCCCN3CCCCC3C)C2)cc1 (stereo not given)	-4.8%	-15.3%	i	-15.5%	2.3%	-1.5%	5.7%	22.0	2.0
O=C(NCCN1CCCCCC1)c1ccc(CS(=O)(=O)c2ccc(Br)cc2)o1	/	-13.8%	i	-5.8%	-1.8%	16.7%	1.8%	10.0	7.0	Spn PMK inh pilot replicates=0.0;MK inhibit pilot replicates=0.0;DPM-DC inhibit pilot screen %=0.5
N#Cc1nn(-c2ccccc2)nc1N1CCCCC1	21.2%	-19.6%	/	-14.0%	-3.7%	11.3%	-7.2%	12.0	0.0
CCN1CCCC1CNCc1ccc(Cl)cc1Cl (stereo not given)	11.3%	-10.9%	i	12.8%	3.3%	20.0%	-0.3%	10.0	10.0	Spn PMK inh pilot replicates=0.0;MK inhibit pilot replicates=7.0;DPM-DC inhibit pilot screen %=7.0
CN(C)c1ccc(CN(C(=O)c2ccco2)C2CCS(=O)(=O)C2)cc1 (stereo not given)	0.0%	-9.7%	i	-16.4%	0.9%	5.1%	-5.3%	4.0	8.0
CC(=O)N1CCc2cc(S(=O)(=O)NCCC(=O)Nc3cccc(C)c3)ccc21	4.3%	10.6%	i	1.4%	0.3%	5.8%	/	10.0	9.0
COC(=O)c1nc2cc(C)ccn2c1F	7.7%	-35.8%	i	-14.2%	-2.3%	-3.8%	10.3%	6.0	0.0
CCOc1ccccc1NC(=O)Cn1cnc2c(nnn2-c2cccc(OC)c2)c1=O	0.8%	-3.0%	i	-2.8%	7.0%	2.6%	3.6%	0.0	4.0
CCN(CC)c1ncnc2sc(C(=O)N3CCN(c4ccc(OC)cc4)CC3)c(C)c12	14.3%	/	i	/	/	/	5.9%	20.0	0.0
CC(C)COc1cc(=O)[nH]c(SCC(C)C)n1	12.5%	2.5%	i	14.5%	-8.9%	8.5%	4.5%	4.0	4.0
Cc1ccc(C(=O)CSc2nnc(COc3cccc(C)c3)o2)cc1	6.0%	/	i	/	1.4%	9.4%	/	10.0	11.0
COC(=O)c1ccccc1NC(=O)COC(=O)c1ccc(C)c(NC(=O)c2ccco2)c1	0.9%	5.8%	i	14.9%	-7.5%	-3.8%	16.6%	18.0	0.0
CCNc1cc(=O)n(C)c(=O)n1C	-0.7%	-21.6%	i	-3.2%	-1.9%	9.1%	5.0%	7.0	9.0
N#Cc1nc(Cc2ccccc2)oc1N1CCC(C(N)=O)CC1	14.1%	-10.9%	i	-15.5%	-6.4%	8.6%	/	12.0	11.0
CC1(C)CC2CC(C)(CN2C(=O)COC(=O)Cn2[nH]c(=O)c3ccccc3c2=O)C1 (stereo not given)	0.4%	7.5%	i	13.1%	4.5%	4.1%	-1.4%	16.0	0.0
COc1cc(C)c(S(=O)(=O)NCc2cccs2)cc1C	4.6%	10.4%	i	5.9%	1.2%	10.6%	4.6%	3.0	10.0
S=C(c1ccc(-c2cccc(Cl)c2)o1)N1CCOCC1	11.5%	0.7%	i	7.4%	-5.2%	12.7%	9.0%	2.0	10.0
CCN1CCc2c(C#N)c(N3CCCCC3)nc(NCc3ccccc3)c2C1	28.5%	30.7%	i	51.6%*	18.2%	12.8%	2.8%	0.0	0.0	Spn PMK inh pilot replicates=4.0;MK inhibit pilot replicates=0.0;DPM-DC inhibit pilot screen %=17.0
c1ccc2oc(-c3nn4c(Cn5cnc6ccccc65)nnc4s3)cc2c1	0.3%	-19.5%	i	-18.5%	0.2%	9.8%	8.6%	11.0	8.0
O=c1oc2ccccc2n1CCCOc1ccccc1	-2.4%	-13.2%	i	-5.6%	1.4%	5.0%	/	13.0	2.0
Cc1c(C(=O)N2CCOCC2)oc2ccc(S(=O)(=O)N3CCCC3)cc12	-2.4%	-0.4%	i	15.0%	-4.8%	17.9%	5.8%	0.0	7.0	Spn PMK inh pilot replicates=3.0;MK inhibit pilot replicates=2.0;DPM-DC inhibit pilot screen %=3.0
Cc1ccc(C2c3c(oc4ccc(Cl)cc4c3=O)C(=O)N2CCCN2CCOCC2)o1 (stereo not given)	-5.2%	-9.2%	i	0.5%	8.2%	3.3%	8.5%	5.0	6.0
CCC1CCCCN1CCNS(=O)(=O)c1ccc2c(c1)CCN2C(C)=O (stereo not given)	/	-10.7%	i	-5.3%	-13.8%	9.5%	12.6%	19.0	2.0
O=C1C(SC(F)(F)C(F)F)=C(C(F)(F)F)OC2C3C=CC(C3)C12 (stereo not given)	0.2%	3.6%	i	-12.1%	-9.5%	4.1%	4.5%	17.0	0.0
O=C(COc1ccccc1)Nc1ccc2c(c1)nc1n2CCSC1	-6.3%	-16.1%	i	-3.8%	-6.2%	16.3%	11.4%	4.0	0.0
CCc1ccc2[nH]c(=O)c(C(c3nnnn3CCOC)N3CCN(c4ccc(F)cc4)CC3)cc2c1 (stereo not given)	-11.5%	36.1%	i	26.6%	0.2%	10.8%	9.3%	12.0	25.0
COc1ccccc1-n1c(SCC(=O)O)nnc1-c1ccc(S(=O)(=O)N2CCCCC2)cc1	2.5%	-14.7%	i	-2.9%	5.2%	-3.2%	2.6%	8.0	0.0
Cc1cc(C)cc(-n2nnc(C(=O)NCc3ccc(Cl)cc3)c2N)c1	-1.4%	1.4%	i	5.6%	2.4%	7.5%	-5.4%	1.0	1.0
CCOC(=O)COc1ccc(N)cc1CC(NC(C)=O)(C(=O)OCC)C(=O)OCC	-0.2%	-25.6%	i	-8.3%	-4.5%	-9.6%	12.5%	4.0	7.0
O=C1c2ccccc2C(=O)N1c1nc(-c2cccs2)cs1	8.4%	37.0%	i	37.5%	-10.8%	8.8%	-4.3%	0.0	2.0
CCCCCn1c(NC2CCCCC2)nc2c1c(=O)[nH]c(=O)n2C	-13.1%	2.2%	i	2.2%	4.6%	4.2%	11.0%	13.0	13.0
O=C(CSc1nnc(CNC(=O)c2ccco2)o1)c1ccccc1	/	-5.3%	i	1.0%	0.7%	-2.7%	7.5%	12.0	2.0
CCCc1[nH]nc2c1C(c1ccc(OC)c(CSC3=NCCS3)c1)C(C#N)=C(N)O2 (stereo not given)	-1.3%	-0.6%	i	12.7%	-3.8%	4.8%	8.1%	5.0	11.0
